From PubChem
FEN1 inh = blocks human flap endonuclease 1; Potency, µM (series often up to 114 µM), for inactives: top-dose activity change, negative = inhibition, most hits filed as inhibitors; 0.35% of 390,000 active; Recombinant FEN1 flap cleavage, fluorescence, 15 min; AID 588795; P39748; also: nearly all actives have a fitted effect of over 65% in size
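Steps: FEN1 (10 nM) dispensed; compound added by pin tool; 15 min at room temperature; substrate added to 50 nM final; reads at 0 min and 15 min; data normalized and fitted (four-parameter Hill).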
DT40 TDP1 CPT = growth inhibition of DT40 Tdp1-/-;hTDP1 cells with camptothecin (screen for TDP1 inhibitors). chicken DT40 Tdp1-/-;hTDP1 cells + 20 nM CPT, ATP luminescence, 48 h. Potency, µM (top dose mostly 46.2 µM), for the others: top-dose activity change, negative = growth inhibition, actives largely listed as inhibitors. 12% of 420,000 active; also: nearly all actives have a fitted effect of over 55% in size
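Chicken DT40 Tdp1-/- cells stably complemented with human TDP1 were seeded at 400 cells/well in medium containing 20 nM camptothecin, exposed to pin-transferred compounds, and grown at 37 °C for at least 48 hr. Viability was read as ATP luminescence.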
GCN5L2 inh = GCN5L2 (KAT2A) acetyltransferase inhibition; AID 504327; 0.21% of 390,000 active; Q92830; GCN5L2 HAT assay, ThioGlo1 CoA-SH fluorescence; Potency, µM (series often up to 58.9 µM), for inactives: at the highest dose activity change, negative = inhibition, most hits filed as inhibitors
Target sequence (Q92830 whole entry, looked up): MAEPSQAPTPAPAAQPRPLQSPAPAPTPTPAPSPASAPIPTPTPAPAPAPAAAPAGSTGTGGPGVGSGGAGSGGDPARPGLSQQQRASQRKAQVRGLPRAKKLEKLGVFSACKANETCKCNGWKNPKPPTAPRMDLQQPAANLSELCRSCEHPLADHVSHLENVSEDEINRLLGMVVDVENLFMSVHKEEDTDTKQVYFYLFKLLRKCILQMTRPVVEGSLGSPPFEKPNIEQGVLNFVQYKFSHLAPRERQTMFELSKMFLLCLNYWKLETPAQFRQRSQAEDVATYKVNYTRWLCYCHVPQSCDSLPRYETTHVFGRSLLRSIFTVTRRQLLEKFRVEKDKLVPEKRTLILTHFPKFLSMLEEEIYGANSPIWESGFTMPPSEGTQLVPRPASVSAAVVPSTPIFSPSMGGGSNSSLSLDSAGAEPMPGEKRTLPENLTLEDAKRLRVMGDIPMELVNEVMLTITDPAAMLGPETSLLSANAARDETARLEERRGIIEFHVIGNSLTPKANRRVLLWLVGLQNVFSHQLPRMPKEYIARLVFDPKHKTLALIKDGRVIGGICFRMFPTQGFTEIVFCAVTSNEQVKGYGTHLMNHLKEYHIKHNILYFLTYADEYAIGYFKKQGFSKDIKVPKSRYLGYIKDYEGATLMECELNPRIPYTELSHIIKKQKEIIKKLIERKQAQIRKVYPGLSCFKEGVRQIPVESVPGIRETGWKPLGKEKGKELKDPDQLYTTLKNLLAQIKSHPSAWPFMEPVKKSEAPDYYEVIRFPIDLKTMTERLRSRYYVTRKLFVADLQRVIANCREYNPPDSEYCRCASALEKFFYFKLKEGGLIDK
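Titration-based screen in which CoA formation is detected via maleimide probe ThioGlo1 (50uM) turning fluorescent on thiol reaction; substrates H3(1-25) 75uM and acetyl-CoA 70uM, GCN5L2 20nM, 20 min incubation at room temperature.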
Starred values were filed as active, the others as inactive; u = inconclusive; x = no result given; & = joins results of further samples; [ ] = another dose, or the depositor's remark. Calls follow the shape of the dose curve; as a rule, active = well fitted curve in the direction sought with a large enough effect; inconclusive = small, poorly fitted or top-dose-only effect, or another doubt; inactive = no such curve, though single readings can be large; an effect the other way counts as inactive or inconclusive. % is scaled to controls: 0 for no effect and ±100 for the full control effect; potency is read from the fitted curve at half-maximal effect. A portion of the library; rates above refer to the full screens.

| SMILES | FEN1 inh | DT40 TDP1 CPT | GCN5L2 inh |
| --- | --- | --- | --- |
| COc1ccccc1N(CC(=O)NCC1CCCO1)C(=O)CNS(=O)(=O)c1ccccc1 (stereo not given) | -9% | -3% | 3% |
| CCOc1ccccc1N1CCN(S(=O)(=O)c2cccc3nsnc23)CC1 | -16% | -23% | -6% |
| CN(C)C(CNC(=O)c1ccc(NC(=O)CC#N)cc1)c1ccccc1 (stereo not given) | -23% | -8% | 2% |
| CCOc1ccc(NC(=S)N2CCC(N(C)CCN3CCOCC3)CC2)cc1 | 6% | -3% | 1% |
| O=C(CSc1nnc(-c2ccc(OC(F)F)cc2)o1)NC(=O)NCc1ccco1 | 6% | -15% | -16% |
| COc1ccc(N2CCN(CC(=O)Nc3nc(C)cs3)CC2)cc1 | -2% | 4% | -8% |
| CCn1ccnc1CN(C)Cc1cn(-c2cccc(C)c2)nc1-c1cccc(F)c1 | u | 16µM* | -4% |
| COC(=O)c1sccc1NC(=O)/C=C\c1ccc(Cl)cc1Cl | 4% | u | -2% |
| COc1ccc(C)cc1-n1nnnc1SCC(=O)NC1CC1 | -3% | 3% | 1% |
| CC(C)CCn1cnc2c(NCc3ccccc3)ncnc21 | -17% | -16% | -2% |

Molecules from the list above with a halogen, in the order listed:
| SMILES | FEN1 inh | DT40 TDP1 CPT | GCN5L2 inh |
| --- | --- | --- | --- |
| O=C(CSc1nnc(-c2ccc(OC(F)F)cc2)o1)NC(=O)NCc1ccco1 | 6% | -15% | -16% |
| CCn1ccnc1CN(C)Cc1cn(-c2cccc(C)c2)nc1-c1cccc(F)c1 | u | 16µM* | -4% |
| COC(=O)c1sccc1NC(=O)/C=C\c1ccc(Cl)cc1Cl | 4% | u | -2% |

Back to the main list, repeating the four entries before the break.
| SMILES | FEN1 inh | DT40 TDP1 CPT | GCN5L2 inh |
| --- | --- | --- | --- |
| CCn1ccnc1CN(C)Cc1cn(-c2cccc(C)c2)nc1-c1cccc(F)c1 | u | 16µM* | -4% |
| COC(=O)c1sccc1NC(=O)/C=C\c1ccc(Cl)cc1Cl | 4% | u | -2% |
| COc1ccc(C)cc1-n1nnnc1SCC(=O)NC1CC1 | -3% | 3% | 1% |
| CC(C)CCn1cnc2c(NCc3ccccc3)ncnc21 | -17% | -16% | -2% |
| Cc1ccc2c(c1)c1c(c(=O)n(-c3ccccc3)c(=O)n1Cc1ccccc1C)n2C | -8% | -3% | 2% |
| CN(CC(=O)Nn1cnnc1)S(=O)(=O)c1cc(Cl)ccc1Cl | -14% | -10% | -13% |
| COc1cc(NS(=O)(=O)c2ccc(NC(=O)COc3ccccc3Cl)cc2)nc(OC)n1 | 28% | u | u |
| Cc1ccc(NC(=O)COC(=O)CN2CCCCCC2=O)cc1C | -13% | -22% | -5% |
| COc1cc(CC(NC(C)=O)C(=O)NC2CCN(S(=O)(=O)c3ccc(NC(C)=O)cc3)CC2)cc(OC)c1 (stereo not given) | -3% | 11% | -14% |
| CN(CCC#N)CC(=O)Nc1ccc(NC(=O)CN(C)CCC#N)cc1 | -3% | 10% | -8% |
| CSc1ncc(C(=O)Nc2ccccc2C(=O)c2ccccc2)c(C)n1 | -6% | -1% | -12% |
| COC(=O)CCNC(=O)c1ccc2nc(Cc3ccc(OC)c(OC)c3)oc2c1 | -7% | u | 2% |
| CCCCn1c(N)c(N(CC(C)C)C(=O)CCNC(=O)c2ccccc2Cl)c(=O)[nH]c1=O | -3% | -6% | 0% |
| O=c1c2c(ncn1CCO)nc1n2CCC1 | -11% | 1% | -3% |
| COc1ccc(CCNC(=O)CCN2C(=O)[C@@H]3Cc4ccccc4CN3C2=O)cc1 | -1% | -16% | -3% |
| COc1ccc(NC(=O)CSc2nnc(C(C)C)n2N)cc1 | 0% | -6% | u |
| CCOC(=O)C1=CC[C@H]2c3c(c4ccccc4n3C)C(=O)C1N2S(=O)(=O)c1ccc(C)cc1 | -14% | u | -4% |
| c1ccc2c(NCCN3CCOCC3)nc(-c3ccoc3)nc2c1 | x | 16% | -5% |
| CCCCc1nc2cc(C(=O)N(C)C3CCOCC3)ccc2o1 | -3% | -10% | -11% |
| O=C(Nc1ccc(-c2ccc(N3CCCCC3)nn2)cc1)c1ccco1 | -6% | u | -14% |
| CCCn1c(=O)c2sccc2n2c(CCCC(=O)NC3CCC(C)CC3)nnc12 (stereo not given) | -6% | -16% | -4% |
| N=c1ccn(Cc2ccc(Cl)cc2Cl)cc1 | -1% | 3.7µM* | -2% |
| Cc1ccc(/C=C(\C#N)C(=O)Nc2cccc3ncccc23)o1 | -2% | 16µM* | -24% |
| S=C(Nc1ccccc1Cl)N(Cc1ccccc1)Cc1cccnc1 | -3% | 14% | -12% |
| CC(=O)N/N=C/c1ccccc1OCCOc1cccc(C)c1 | 5% | u | -5% |
| CC1CC(C)C(=NNC(N)=O)C(C(O)CC2CCC(=O)NC2=O)C1 (stereo not given) | 7% | 1.6µM* | x |
| CCn1c2ccccc2c2cc(NC(=O)COC(=O)c3cc(Cl)c(N)cc3OC)ccc21 | -11% | u | -6% |
| O=C(COc1ccc(S(=O)(=O)N2CCCCC2)cc1)NC1CCCCC1 | -1% | u | -6% |
| COc1ccc(C2NC(=O)C(C#N)=C(S)N2c2ccccc2)cc1OC (stereo not given) | -5% | -14% | -1% |
| Cc1ccc(NS(=O)(=O)c2ccc3c(c2)C(C(C)C)C(=O)N3)cc1C (stereo not given) | 5% | u | -3% |
| CC(NC(=O)COC(=O)c1cc([N+](=O)[O-])ccc1N1CCOCC1)c1ccc(F)cc1 (stereo not given) | 10% | u | -15% |
| Cc1ccccc1C(=O)N1CCN(c2ccc(NC(=O)c3ccccc3[N+](=O)[O-])cc2)CC1 | 14% | -5% | -10% |
| CCc1nc2c(cnn2-c2ccc(Cl)cc2)c(=O)n1-c1ccc(OC)c(Cl)c1 | 15% | u | 1% |
| CCC(NC(=O)Nc1cc(OC)ccc1OC)c1c(-n2cccc2)sc2c1CCN(CC)C2 (stereo not given) | -19% | u | -5% |
| Cc1ccnc(Sc2ccc([N+](=O)[O-])cc2[N+](=O)[O-])n1 | 6% | 0.73µM* | -1% |
| Cc1ccc(C)c(S(=O)(=O)c2c(C)cc(C)[nH]c2=O)c1 | 18% | -10% | -7% |
| COc1cccc(CN(C)C(=O)[C@@H](NC(=O)c2ccc(C)cc2)C(C)C)c1 | 10% | 21µM* | 2% |
| CCN(CCO)c1ncnc2c1sc1nc(C(C)C)c3c(c12)CC(C)(C)OC3 | 2% | u | -5% |
| CSC1=NC2(C[C@H]2c2ccccc2)C(=O)N1C (stereo not given in full) | 10% | 1% | x |
| O=C(NC1CCS(=O)(=O)C1)/C(=C/c1ccco1)NC(=O)c1ccccc1 (stereo not given) | 1% | -5% | -10% |
| O=C(c1ccc2c(=O)n(CCc3ccccc3)c(=O)[nH]c2c1)N1CCN(c2ccccc2)CC1 | 0% | u | -5% |
| CCOc1ccccc1CNC(=O)c1ccc(Cn2c(SCc3ccccc3)nc3cccnc32)cc1 | -10% | u | -10% |
| OCC1CCCCN1CCNCc1cn[nH]c1-c1cccc2ccccc12 (stereo not given) | 11% | -12% | 3% |
| COCCN(C(=O)CSc1ncccn1)c1c(N)n(Cc2ccccc2)c(=O)[nH]c1=O | -2% | 22% | -3% |
| COc1ccc(C(=O)C2CCCN(C(=O)c3ccc4nccnc4c3)C2)c(C)c1 (stereo not given) | 8% | u | -18% |
| O=C(NCC1CCCO1)c1cccc(Oc2c(Cl)cccc2[N+](=O)[O-])c1 (stereo not given) | -7% | u | -22% |
| O=C(CSc1n[nH]c(-c2ccccc2F)n1)Nc1cc(F)ccc1F | 15% | u | -2% |
| O=C(c1cccc(Cl)c1)N1CCN(C(=O)c2ccco2)CC1 | 42%[activator] | -28% | 0% |
| Cc1noc(NS(=O)(=O)c2ccc(NC(=O)C(F)(F)F)cc2)c1C | -2% | 2% | -5% |
| O=C1c2ccccc2C(=O)c2c1ncn2-c1ccccc1 | 8% | 5.8µM* | -6% |
| CC(C)n1cc(CN2CCC(C(=O)Nc3cccc(-c4cccc(Cl)c4)c3)CC2)cn1 | 9% | u | -3% |
| CCc1ccc(OCC(=O)Nc2ccc(Cl)c(-c3nc4ncccc4o3)c2)cc1 | 4% | u | 2% |
| Cc1cc(C)n(-c2nc(C(=O)O)cs2)n1 | -2% | -1% | -23% |
| COc1ccccc1N(CC(=O)NC1CCCC1)C(=O)CCCC(=O)Nc1ccccn1 | 2% | -11% | -7% |

(list continues)
| SMILES | FEN1 inh | DT40 TDP1 CPT | GCN5L2 inh |
| --- | --- | --- | --- |
| CC1(C)NC(=O)N(CCCOc2ccc(Br)cc2Cl)C1=O | -6% | u | -1% |
| O=C(Nc1ccc(O)cc1)/C(=C\c1cccs1)NC(=O)c1ccccc1 | 0% | 6% | -8% |
| O=C(CCc1nc2ccccc2[nH]1)Nc1ccc2c(c1)OCO2 | 5% | -6% | -1% |
| Cc1ccc(NC(=O)COC(=O)C(NS(=O)(=O)c2ccc(Cl)cc2)C(C)O)cc1 (stereo not given) | -17% | -22% | -2% |
| CCCOc1ccc(-c2c(C(=O)N/N=C/C3CC=CCC3)nnn2-c2nonc2N)cc1 (stereo not given) | 1% | u | -2% |
| COC(=O)c1ccccc1NC(=O)Nc1c(C)n(C)n(-c2ccccc2)c1=O | -3% | -1% | -5% |
| COC(=O)Cn1c(O)c(N=NC(=O)CNC(=O)c2ccncc2)c2ccccc21 | 37%[activator] | 1% | -7% |
| CCCCn1c(N)c(N(CCC(C)C)C(=O)CSc2nnc(C)s2)c(=O)[nH]c1=O | 2% | 1% | -7% |
| COC(=O)c1cc(S(=O)(=O)NCc2ccccc2)c[nH]1 | 2% | -10% | 2% |
| Cc1cccn2c(=O)c3cc(C(=O)NC4CCCCC4)n(C)c3nc12 | 2% | 4.6µM* | -2% |
| O=C(Oc1ccc(C(=S)N2CCOCC2)cc1)c1cc([N+](=O)[O-])cc([N+](=O)[O-])c1 | 2% | -4% | 0% |
| CCCCCC(=O)N1CC2(CC(c3cccc(NC(=O)c4ccccc4)c3)=NO2)C[C@@H]1C(N)=O (stereo not given in full) | -15% | u | 2% |
| CN(Cc1ccccc1)C(=O)COC(=O)CCC(=O)c1ccc(F)cc1 | -3% | -7% | -2% |
| O=C(CN1C(=O)C2C3CC(C(Br)C3Br)C2C1=O)N1CCOCC1 (stereo not given) | -17% | 5% | -4% |
| COc1ccc(NC(=O)Cn2nc(C)c([N+](=O)[O-])c2C)cn1 | 2% | -5% | -3% |
| Cc1ccsc1/C=C(\C#N)C(=O)NCc1cccnc1 | -3% | 1% | -5% |
| CCOC(=O)c1c(-c2ncc(C(F)(F)F)cc2Cl)noc1C | 13% | -14% | -3% |
| CC(C(=O)Nc1ccc(S(N)(=O)=O)cc1)N1CCc2ccccc21 (stereo not given) | -6% | 13% | -1% |
| COc1ccc(S(=O)(=O)NCc2ccc3c(c2)CCN3C(=O)c2ccccc2)cc1OC | -15% | u | 2% |
| COC(=O)c1ccc(NC(=O)CSc2n[nH]c(-c3ccncc3)n2)cc1 | 14% | -14% | -7% |
| COc1ccc(C(=Cc2ccccc2)C(=O)O)cc1 | 2% | 10% | x |
| O=C(NCC(c1ccco1)N1CCCC1)c1cc(S(=O)(=O)N2CCOCC2)ccc1Cl (stereo not given) | 19% | -12% | 3% |
| CC(C)c1cc(=O)n2[nH]c(N)nc2n1 | 12% | -4% | -1% |
| COc1ccc(NC(=O)N2CCCc3ccccc32)cc1 | 2% | -6% | -2% |
| Cc1cc2c(c(=O)n1Cc1cccnc1)C(c1cccs1)C(C#N)=C(N)O2 (stereo not given) | -4% | -27% | -17%[0.501 µM] |
| COc1ccccc1N1CCN(c2ncnc3c2cnn3C)CC1 | -1% | u | -4% |
| Cc1ccsc1C(=O)NNC(=O)c1ccccc1F | 0% | -10% | 1% |
| O=C(CCCNC(=O)c1ccc(Cl)cc1)Nc1ccccc1F | 2% | -5% | -4% |
| COc1ccc2c(c1)C(=O)CC(O)(C(F)F)O2 (stereo not given) | 4% | 2% | -9% |
| CCN(Cc1ccccc1)S(=O)(=O)c1cn(C)cn1 | -7% | -8% | 0% |
| CC(=O)c1c(C)[nH]c(C(=O)OCC(=O)NCc2ccc(Cl)cc2)c1C | 10% | u | 3% |
| CC(/C=N\NC(=O)c1cc(C)oc1C)=C\c1ccccc1 | 0% | -26% | 2% |
| Cc1ccsc1C(=O)OCC(=O)NCc1ccco1 | 5% | -1% | 1% |
| CCOCCCn1c(C)nc2c(c1=O)c1nc3ccccc3nc1n2-c1ccc2c(c1)OCCO2 | 5% | u | -4% |
| O=C(CN1C(=O)NC2(CCSC2)C1=O)N1CCN(c2ccc(F)cc2)CC1 (stereo not given) | -2% | -5% | 1% |
| CC(C)C[C@@H](COc1ccccc1)N1CCN(C)CCC1=O | -17%&-3% | 1%&-7% | 1% |
| Cc1cc(Cl)ccc1NC(=O)CN1C(=O)COc2ccc(S(=O)(=O)Nc3ccccc3)cc21 | 3% | u | -5% |
| OCCN1CCN(c2ncnc3scc(-c4ccc(F)cc4)c23)CC1 | 0% | -7% | -5% |
